High-throughput results from PubChem.
PMI activator = activators of human PMI, primary screen, biochemical, fluorescence intensity, near-Km mannose 6-phosphate; Mannose-6-phosphate isomerase (Homo sapiens), P34949; purified human PMI, coupled resazurin fluorescence, 20 min; stronger effect = higher value; 1 = vehicle control, 0 substrate-free wells; activation factor at 20 µM; 190,000 tested, 0.005% active; AID 1214, 2008;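 active means activation factor of 2 or more at 20 µM, relative to plate controls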
Target sequence (P34949 whole entry, looked up): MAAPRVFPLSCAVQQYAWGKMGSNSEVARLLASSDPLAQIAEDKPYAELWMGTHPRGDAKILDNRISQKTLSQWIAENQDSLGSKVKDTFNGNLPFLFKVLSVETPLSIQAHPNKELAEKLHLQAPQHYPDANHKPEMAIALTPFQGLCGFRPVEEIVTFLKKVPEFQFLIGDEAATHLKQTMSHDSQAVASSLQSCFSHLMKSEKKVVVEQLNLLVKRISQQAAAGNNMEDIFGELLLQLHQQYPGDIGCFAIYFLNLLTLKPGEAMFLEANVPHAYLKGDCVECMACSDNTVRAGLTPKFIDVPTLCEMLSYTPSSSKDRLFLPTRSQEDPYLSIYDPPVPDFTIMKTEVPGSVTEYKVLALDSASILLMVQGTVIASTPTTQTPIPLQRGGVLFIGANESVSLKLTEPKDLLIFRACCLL
Diaph inh CS = diaphorase inhibitors and chemical oxidizers, primary screen, counter-screen for diaphorase-coupled primary assays, biochemical, uHTS, resorufin fluorescence; AID 1217, 2008; inhibition, % at 20 µM; 190,000 tested, 0.69% active; diaphorase resazurin-to-resorufin fluorescence, NADH, 16 min; bacterial (C. kluyveri) enzyme, not human;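 active means primary screen inhibition at 20 µM above a set limit, cut at about 50% in these data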;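 further: plate controls were DMSO with full reaction for no effect and wells lacking NADH for full effect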
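Test system: Clostridium kluyveri diaphorase enzyme / Quantity: diaphorase at 0.14 U/mL in enzyme working solution / Incubation: 16-min room-temperature incubation before reading / Benchmarks: NADH-free wells as positive control, DMSO-only neutral wells / Signal: resorufin fluorescence 544/590 nm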
PMI act satM6P = human PMI activators, high substrate, primary screen, biochemical, fluorescence intensity, near-saturating mannose 6-phosphate; activation factor at 20 µM; 190,000 tested, 0.34% active; coupled PMI enzyme assay, resazurin fluorescence, 20 min; stronger effect = higher value; 1 = untreated enzyme, 0 = substrate-free blank;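 active means activation factor of 2 or more at 20 µM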
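Material: human phosphomannose isomerase with PGI, G6PDH, diaphorase coupling enzymes / Reagent: Man-6-P substrate 1.0 mM / Dosing: single compound dose of 20 µM, 1% DMSO final / Incubation: enzyme reaction with compound 20 min at room temperature / Signal: resorufin fluorescence (Ex 544/Em 590 nm) from resazurin via diaphorase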
bIAP inh = bovine intestinal alkaline phosphatase inhibitors, primary screen, selectivity assay for TNAP inhibitor project, biochemical, bovine IAP, CDP-star luminescence; inhibition, % at 20 µM; 190,000 tested, under 10 active; purified bovine IAP, 30 min; alkaline phosphatase, intestinal [Bos taurus];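 active means over 50% inhibition of intestinal alkaline phosphatase at 20 µM in the single-dose screen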
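test system = bovine IAP enzyme | medium = DEA buffer 100 mM, pH 9.8, with MgCl2 1.0 mM, ZnCl2 0.02 mM | detection = luminescence | dosing = single compound dose of 20 µM, 2% DMSO final | incubation = 30 min reaction at room temperature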
bIAP activator = bovine intestinal alkaline phosphatase activators, primary screen, biochemical, bovine IAP, CDP-star luminescence. alkaline phosphatase, intestinal [Bos taurus]. purified bovine IAP, 30 min; stronger effect = higher value; fold of DMSO-control signal, blank-subtracted. activation factor at 20 µM. 200,000 tested, 0.17% active;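 active means activation factor of 2 or more at 20 µM, a signal rise over negative controls twice the positive control's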
Diaph act CS = compounds boosting diaphorase resazurin reduction – biochemical, uHTS, resorufin fluorescence, counter-screen for diaphorase-coupled primary assays, primary screen. AID 1229, 2008. 190,000 tested, 0.005% active. activation factor at 20 µM. Diaphorase/resazurin coupled assay, 16 min; stronger effect = higher value; 1 = vehicle wells, 0 = NADH-free wells;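 active means diaphorase activity raised at least twofold by the compound at 20 µM; inactive means activation factor below 2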
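Material: purified diaphorase enzyme from Clostridium kluyveri / Medium: HEPES pH 7.4 buffer with MgCl2 and Tween 20 / Schedule: enzyme reaction of 16 min at room temperature / Measured by: resorufin fluorescence, excitation 544 nm, emission 590 nm / Evaluation: rise in resorufin formation, marking diaphorase activation or chemical reduction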
TNAP inh hi DEA = human TNAP enzyme inhibitors, primary screen, biochemical, luminescent, high phosphate acceptor level, uHTS; Alkaline phosphatase, tissue-nonspecific isozyme (Homo sapiens), P05186; purified TNAP, CDP-star luminescence, 1 M DEA; inhibition, % at 20 µM; 200,000 tested, 0.03% active; AID 1135, 2008;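 active means over 50% inhibition of tissue-nonspecific alkaline phosphatase at 20 µM in the single-dose screen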;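 further: plate controls were DMSO wells for no effect and EDTA-quenched wells as full inhibition for full effect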
Target sequence (P05186 whole entry, looked up): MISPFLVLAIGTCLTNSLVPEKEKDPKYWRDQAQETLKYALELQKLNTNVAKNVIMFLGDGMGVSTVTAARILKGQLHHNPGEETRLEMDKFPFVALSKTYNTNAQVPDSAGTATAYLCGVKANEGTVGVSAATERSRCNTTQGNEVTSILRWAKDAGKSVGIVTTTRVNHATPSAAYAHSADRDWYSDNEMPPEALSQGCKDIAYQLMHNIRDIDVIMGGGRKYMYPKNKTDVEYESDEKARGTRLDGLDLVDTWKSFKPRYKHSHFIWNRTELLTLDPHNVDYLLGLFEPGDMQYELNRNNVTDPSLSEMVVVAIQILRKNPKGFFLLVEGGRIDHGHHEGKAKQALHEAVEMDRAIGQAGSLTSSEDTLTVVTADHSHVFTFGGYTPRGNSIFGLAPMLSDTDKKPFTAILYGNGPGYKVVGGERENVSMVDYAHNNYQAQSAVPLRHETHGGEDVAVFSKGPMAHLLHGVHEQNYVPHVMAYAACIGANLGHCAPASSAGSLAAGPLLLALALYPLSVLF
TNAP inh no acc = human TNAP enzyme inhibitors, primary screen, biochemical, luminescent, no phosphate acceptor, uHTS | purified TNAP, CDP-star luminescence, 30 min | 200,000 tested, 0.26% active | inhibition, % at 20 µM | Alkaline phosphatase, tissue-nonspecific isozyme (Homo sapiens), P05186;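 active means tissue-nonspecific alkaline phosphatase inhibition above about 50% at 20 µM in the single-dose screen, limit read from the data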;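 further: 0% = DMSO negative control and 100% = EDTA positive control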
Lmaj promast = Leishmania major promastigote growth inhibition, primary screen; 200,000 tested, 9% active; inhibition, % at 10 µM; AID 1063, 2008; Leishmania major promastigotes, resazurin fluorescence viability; in the data active means inhibition above about 50%;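 further: promastigotes grown with compound for 44 hours at 28 °C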
TNAP act hi DEA = TNAP activators at high phosphate acceptor level, primary screen, biochemical, luminescence, uHTS | 200,000 tested, under 10 active | AID 1136, 2008 | activation factor at 20 µM | purified TNAP, CDP-star luminescence, 1 M DEA, 30 min; stronger effect = higher value; 0 = EDTA background, 1 = DMSO-only activity | Alkaline phosphatase, tissue-nonspecific isozyme (Homo sapiens), P05186;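 active means activation factor at least 2 at 20 µM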
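Control set: EDTA negative control, DMSO positive control / Assay system: human TNAP / Quantity: TNAP 1/800 final / Evaluation: TNAP activation factor scaled between EDTA and DMSO control wells / Measured by: luminescent substrate turnover signal / Compound dosing: one dose, 20 µM / Times: 30 min enzyme reaction at room temperature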
Numbers without * were called inactive; nt = no result given. Outcome played no part in choosing rows; any-hit rate near 10%.

canonical_smiles	TNAP inh no acc	Diaph act CS	Lmaj promast	Diaph inh CS	TNAP act hi DEA	PMI activator	TNAP inh hi DEA	bIAP activator	bIAP inh	PMI act satM6P
CCCN1C(=O)SC(CC(=O)Nc2ccccc2)C1=O (stereo unspecified)	4	0.9	17	14	1	0.9	-3	1	4	0.9
COc1ccccc1N(C)S(=O)(=O)c1ccc(C(=O)OCC(=O)Nc2cc(C)on2)cc1	-12	0.9	9	12	1	1	-2	1	-3	1
NNc1nc2c(Cl)c(Cl)ccc2s1	-4	0.9	99*	14	0.9	1	8	0.3	nt	1
CC1CN(Cc2ccccc2Cl)CC(C)O1 (stereo unspecified)	-7	0.9	-3	13	1	0.9	0	1	3	1
Cc1ccc(S(=O)(=O)N2CCN(C(=O)CC(C)(C)C)CC2)cc1	-9	1.1	-11	-14	1	1.1	-2	1	4	1.1
Cc1ccc(C(=O)NC(Cc2c[nH]c3ccccc23)C(=O)O)cc1 (stereo unspecified)	-7	0.9	-2	6	1	1	1	0.7	26	1.1
COc1cc2c(cc1OC)-c1c(OC)c(OC)cc3ccnc(c13)C2=O	2	0.6	63*	40	0.9	0.9	7	0.9	9	0.6
Cc1cc(NC(=O)CSc2nccn2-c2ccc(Cl)cc2)no1	-8	0.9	-3	14	1.1	0.8	-7	0.8	16	0.9
COc1ccccc1-c1cc(C(F)(F)F)c(C#N)c(=O)[nH]1	-12	1	-2	-4	1	1.1	-3	0.9	5	1.1
O=c1[nH]c(CN2CCN(Cc3ccc4c(c3)OCO4)CC2)nc2ccccc12	3	0.9	91*	13	1	1	-3	0.9	12	1
OCCN1CCN(CCCc2c3c(cc4c2CCC4)CCC3)CC1	-2	1	86*	-4	1	1.3	1	0.9	9	1.3
CCOC(=O)c1c(C)n(C)c2ccc(OCC(O)Cn3nc(C)cc3C)cc12 (stereo unspecified)	0	0.9	86*	9	1	0.9	0	1	2	0.9
O=C(NC(=S)Nc1cc(-c2nc3ccccc3[nH]2)ccc1Cl)c1ccc2c(c1)OCO2	3	1	10	-4	1	0.9	2	1.2	-23	1
CCN(CCCNC(=O)C1c2ccccc2C(=O)N(CCOC)C1c1ccc(F)cc1)Cc1ccccc1 (stereo unspecified)	-17	1	99*	5	1.1	1	-6	1.3	-25	1
CCN(CC)c1ccc(/C=c2/sc3nnc(-c4ccccc4C)n3c2=O)cc1	35	1	-3	-2	0.9	1.1	12	0.6	42	1
O=C(Nc1ccccc1F)NC1CC1	-6	0.9	-4	5	1	1	1	1.1	-12	1
CCC(=O)Nc1nonc1-c1nc2ccccc2n1CC(C)C	-4	1	-3	1	1	0.9	-1	1	-3	1
COc1ccc(C(=O)N/C(=C\c2ccco2)C(=O)NC2CCS(=O)(=O)C2)cc1 (stereo unspecified)	-8	1	-7	3	1	1.1	0	1	1	1
O=C1c2oc3ccccc3c(=O)c2C(c2ccc(O)cc2)N1c1nccs1 (stereo unspecified)	-1	1	1	4	1	1.1	0	1.1	-6	1
CC1CCN(c2ccc(C=O)o2)CC1	-5	0.9	9	7	1	1	1	1	-4	1
CCN(CC)S(=O)(=O)c1cccc(C(=O)NC2CCCCC2)c1	-9	0.9	3	8	1	0.9	-3	1	3	0.9
C[C@@H]1C=C[C@](Cc2ccccc2)(C(=O)NCCc2c[nH]c3ccccc23)N1C(=O)c1ccccc1	-9	0.7	25	28	1.1	0.8	-5	2.1*	-111	0.8
COC(=O)c1c(NC(=O)CN2CCCC(C)C2)c2c(C)cccc2n1C (stereo unspecified)	-8	0.9	5	14	1.1	0.9	-8	1	-4	1
c1ccc(-c2ccccc2-n2cnnn2)cc1	-9	0.9	-6	6	1.1	1.1	-5	0.9	9	0.9
CN(C)Cc1nc2c(c(=O)[nH]1)C(C)(C)Cc1ccccc1-2	-3	0.9	-5	12	1	0.8	-4	1.2	-22	0.9

Not a retest: entries from further up.
canonical_smiles	TNAP inh no acc	Diaph act CS	Lmaj promast	Diaph inh CS	TNAP act hi DEA	PMI activator	TNAP inh hi DEA	bIAP activator	bIAP inh	PMI act satM6P
CCCN1C(=O)SC(CC(=O)Nc2ccccc2)C1=O (stereo unspecified)	4	0.9	17	14	1	0.9	-3	1	4	0.9
COc1ccccc1N(C)S(=O)(=O)c1ccc(C(=O)OCC(=O)Nc2cc(C)on2)cc1	-12	0.9	9	12	1	1	-2	1	-3	1
NNc1nc2c(Cl)c(Cl)ccc2s1	-4	0.9	99*	14	0.9	1	8	0.3	nt	1
CC1CN(Cc2ccccc2Cl)CC(C)O1 (stereo unspecified)	-7	0.9	-3	13	1	0.9	0	1	3	1
Cc1ccc(S(=O)(=O)N2CCN(C(=O)CC(C)(C)C)CC2)cc1	-9	1.1	-11	-14	1	1.1	-2	1	4	1.1
Cc1ccc(C(=O)NC(Cc2c[nH]c3ccccc23)C(=O)O)cc1 (stereo unspecified)	-7	0.9	-2	6	1	1	1	0.7	26	1.1
COc1cc2c(cc1OC)-c1c(OC)c(OC)cc3ccnc(c13)C2=O	2	0.6	63*	40	0.9	0.9	7	0.9	9	0.6
Cc1cc(NC(=O)CSc2nccn2-c2ccc(Cl)cc2)no1	-8	0.9	-3	14	1.1	0.8	-7	0.8	16	0.9

The listing continues.
canonical_smiles	TNAP inh no acc	Diaph act CS	Lmaj promast	Diaph inh CS	TNAP act hi DEA	PMI activator	TNAP inh hi DEA	bIAP activator	bIAP inh	PMI act satM6P
Cc1ccc(N=CC2=C(O)CC(c3ccc(Cl)cc3)CC2=O)cc1 (stereo unspecified)	-5	1	-14	5	1	1	-3	1	-3	1
O=C(Nc1cnn(Cc2ccc(Cl)c(Cl)c2)c1)C12CC3CC(CC(C3)C1)C2	-12	0.8	-3	18	1	0.9	-2	0.9	14	0.9
CC(C)CSc1nc2c(c(=O)[nH]c(=O)n2C)n1CCc1ccccc1	-16	0.8	11	16	1.1	1	-10	0.9	12	0.9
CCOc1ccc(CCNC(=O)C2=C(C)C(=O)OC23CCCCC3)cc1OCC	-4	1	-1	5	1	1	1	1	4	0.9
CC(C)(C)C1CCC(=NNc2nc3ccccc3[nH]2)CC1 (stereo unspecified)	-8	0.9	85*	5	1	1.2	4	0.9	6	1
COc1ccc(-c2cc(=O)c3cc(F)ccc3[nH]2)cc1	-9	1	-1	3	1	1.1	-5	1.2	-16	1.1
CC(C)N1C(=O)S/C(=C/c2ccc(Sc3nc4ccccc4[nH]3)o2)C1=O	-31	0.8	83*	21	1	0.7	4	0.9	9	0.9
CC1(C)CC(=O)C=C(C(=O)N2CCCC(C(=O)c3cccc(Cl)c3)C2)O1 (stereo unspecified)	-10	0.9	11	9	1	1	-5	0.9	8	1
S=C1NC2CCCCC2N1 (stereo unspecified)	-8	0.9	11	6	1	1.1	0	1	-3	1
O=C(Cc1cccs1)Nc1nnc(SCc2cccc3ccccc23)s1	-11	0.9	-7	15	1	0.8	-5	1.1	-14	0.9
Cc1cccc(Sc2nc(-c3ccccc3)ccc2C#N)c1	-5	0.9	-10	8	1	0.9	3	0.9	10	1
C=CCSc1nc(NC)c2sccc2n1	4	0.9	14	8	1	1	0	1	3	1
CCC(CC)C(=O)Nc1cc(C)c2c(=O)oc3ccccc3c2n1	-7	0.7	25	34	1	0.9	2	0.9	9	0.8
Cc1ccnc(NC(=O)C2COc3ccccc3O2)c1 (stereo unspecified)	-3	1	-4	-4	1	1	1	1.1	-6	0.8
O=C1COc2ccc(N3C(=O)c4ccccc4C3=O)cc2N1	1	1.1	-3	-7	1	1.1	1	0.9	7	1
COC(=O)c1c(NC(=O)c2ccco2)sc2c1C(C(=O)OC)CC2 (stereo unspecified)	-16	0.8	17	18	1.1	0.9	-6	1	3	0.9
COc1ccc(OC)c(NC(=S)NCC(c2cccnc2)N2CCOCC2)c1 (stereo unspecified)	-9	0.9	7	8	1	0.9	-2	1	-2	1
COc1ccc(Nc2ncccc2C(=O)O)cc1	-5	0.9	-7	6	1	0.9	-1	1	5	1
CCCN1Cc2cccc(C(=O)Nc3ccc(S(=O)(=O)N4CCCCCC4)cc3)c2C1=O	-20	0.7	7	25	1	0.9	-5	1	3	1
Cc1ccc(-n2cc3c(-c4cccc(Br)c4)nnc(C)c3n2)cc1	-8	0.9	37	14	1	0.9	-1	0.9	9	0.9
COc1cccc(OC)c1C(=O)Nc1nnc(C(C)C)s1	-4	0.9	-2	7	1	0.9	0	1	2	1
CCOc1cc(/C=C2/NC(=O)N(CC(=O)Nc3cccc(C)c3)C2=O)ccc1O	0	1	-6	2	0.9	1.1	5	0.9	12	1
C=CCSc1n[nH]c(-c2ccc(OCCC)cc2)n1	50*	0.9	-2	11	1	0.9	-1	1	3	0.8
OCCn1c(SC2CCCCC2)nc2ccccc21	-8	0.9	11	13	1.1	0.9	-5	0.7	34	0.9
COc1cccc(-n2c(=O)c3c(C)c(C(=O)N(C)C)sc3n(CC(=O)NCC3CCCO3)c2=O)c1 (stereo unspecified)	1	0.9	-2	9	1	0.9	0	1.1	-8	1
Cc1cccc(OCC(=O)NC(Cc2c[nH]c3ccccc23)C(=O)O)c1C (stereo unspecified)	4	1	-4	-2	1	1.2	-2	1.1	-13	1
CCOC(=O)c1ccc(NC(=O)C2CC(=O)N=C(N)S2)cc1 (stereo unspecified)	-5	0.8	4	16	1	0.9	-2	1	-3	0.9
